CHT inh = inhibitors of human choline transporter CHT; CHT-expressing cells, membrane potential dye, choline response; stronger effect = lower value; Q9GZV3; 0.86% of 310,000 active; AID 488975; B-score at 10 µM;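 active = B-score over 3 SD under the library average, and starting fluorescence ratio not unusually high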;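 also: choline stimulus applied at its EC90 after an EC20 pre-addition; B-score computed on integrated fluorescence ratio after choline addition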
Target sequence (Q9GZV3 whole entry, looked up): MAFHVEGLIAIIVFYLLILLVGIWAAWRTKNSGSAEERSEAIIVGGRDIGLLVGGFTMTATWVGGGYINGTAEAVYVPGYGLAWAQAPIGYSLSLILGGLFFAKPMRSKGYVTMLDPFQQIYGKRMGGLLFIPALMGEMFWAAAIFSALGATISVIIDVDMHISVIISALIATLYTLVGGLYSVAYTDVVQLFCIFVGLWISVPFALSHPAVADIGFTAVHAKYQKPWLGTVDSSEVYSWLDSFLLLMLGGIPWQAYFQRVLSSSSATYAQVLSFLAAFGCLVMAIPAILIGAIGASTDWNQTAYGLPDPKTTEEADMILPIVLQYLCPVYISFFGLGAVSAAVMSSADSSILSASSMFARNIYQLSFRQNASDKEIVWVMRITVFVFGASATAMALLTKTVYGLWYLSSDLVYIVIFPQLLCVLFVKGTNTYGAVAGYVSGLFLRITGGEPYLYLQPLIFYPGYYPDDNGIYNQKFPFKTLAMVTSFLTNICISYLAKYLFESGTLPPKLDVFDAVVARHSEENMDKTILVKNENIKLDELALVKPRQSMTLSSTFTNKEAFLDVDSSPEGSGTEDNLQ
Kir21 block = Kir2.1 (mouse) channel inhibition. P35561. HEK293-Kir2.1, FluxOR thallium flux fluorescence; stronger effect = lower value. B-score at 10 µM. 0.85% of 310,000 active. AID 1672;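 active = fluorescence ratio B-score at or below minus 3 SD of library scores, with starting-brightness B-score within 2 SD, cut at about -4.2 in these data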;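 also: channel flux triggered by added potassium and thallium sulfate stimulus; B-score of peak minus minimum fluorescence over baseline after thallium stimulus; more negative B-score means stronger Kir2.1 block with less thallium influx; some compounds called inactive have numbers as strong as hits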
Target sequence (P35561 whole entry, looked up): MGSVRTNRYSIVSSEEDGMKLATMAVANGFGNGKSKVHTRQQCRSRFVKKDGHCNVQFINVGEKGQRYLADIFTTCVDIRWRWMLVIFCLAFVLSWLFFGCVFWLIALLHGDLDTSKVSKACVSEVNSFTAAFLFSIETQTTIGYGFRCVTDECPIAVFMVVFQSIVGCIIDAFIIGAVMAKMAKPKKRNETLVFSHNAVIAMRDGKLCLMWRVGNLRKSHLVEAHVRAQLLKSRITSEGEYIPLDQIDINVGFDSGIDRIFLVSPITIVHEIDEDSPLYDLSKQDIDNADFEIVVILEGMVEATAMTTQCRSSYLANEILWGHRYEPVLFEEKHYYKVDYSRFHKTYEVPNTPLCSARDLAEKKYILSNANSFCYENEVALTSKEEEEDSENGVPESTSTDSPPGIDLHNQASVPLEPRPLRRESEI
KCNQ2 inh = KCNQ2 channel blockers in CHO-K1 cells – cell-based, FluxOR thallium flux, B-score, primary screen (AID 2156) | 1.1% of 310,000 active | O88943 | B-score at 10 µM | 20 min; stronger effect = lower value;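 active = fluorescence ratio B-score at most minus 3 library SDs, with starting brightness B-score within 2 library SDs, cut at about -5.5 in these data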
Starred values were filed as active, the others as inactive; i = inactive; nt = not tested or not shown.

A first look (two entries):
Below each compound – CHT inh, Kir21 block, KCNQ2 inh
Cc1ccccc1Nc1nnc(SCc2cc([N+](=O)[O-])cc3c2OCOC3)s1
  i, -2.3, i
CC(=O)N/C(=C\c1ccc(C)o1)C(=O)NCc1ccccc1
  i, 0.51, i

Results, repeating the preview:
Below each compound – CHT inh, Kir21 block, KCNQ2 inh
Cc1ccccc1Nc1nnc(SCc2cc([N+](=O)[O-])cc3c2OCOC3)s1
  i, -2.3, i
CC(=O)N/C(=C\c1ccc(C)o1)C(=O)NCc1ccccc1
  i, 0.51, i
CCCc1cc(=O)oc2cc(C)cc(OCC(=O)NCCCN3CCOCC3)c12
  i, 0.17, i
Cc1cc(=O)oc2cc(OCCCN3C(=O)c4ccccc4C3=O)ccc12
  i, -0.71, i
O=S(=O)(c1ccccc1)N1CCN(CC2CC3C=CC2C3)CC1 (configuration not stated)
  i, 1.6, i
CC(C)CNc1nc(=S)nc(N(C)C)[nH]1
  i, 0, i
O=C1CN(C(=O)CSc2nnc(Nc3ccccc3)s2)c2ccccc2N1
  i, -0.39, i
CCc1nc(N2CCN(CC(=O)NCC3CCCO3)CC2)c(C#N)c2c1COC(C)(C)C2 (configuration not stated)
  i, -0.55, i
COc1cc(-c2nnc(SCC(=O)N3c4ccccc4Sc4ccccc43)o2)cc(OC)c1OC
  i, -1.6, i
C/C=C(\C)CN1CCC(Oc2cccc(C(=O)NCc3ccccn3)c2)CC1
  -9.1*, -0.71, i
NC(=O)c1ccsc1NC(=O)CS(=O)(=O)c1ccc(Cl)cc1
  i, -2.1, i
CN(C)S(=O)(=O)c1ccc(N2CCCC2)c(C(=O)NCC2CCCCC2)c1
  i, -0.78, i
CCOCCn1c(C(C)C)nc2ccccc21
  i, -0.61, i
COc1ccccc1NC(=S)NC(C)C(c1cccs1)N1CCOCC1 (configuration not stated)
  i, 0.29, i
O=C(Nc1ccccc1)Nc1nnc(COc2ccccc2F)s1
  i, -0.32, i
COc1ccc(C2N(c3ccc(Cl)cc3)C(=O)C3CCCN32)cc1 (configuration not stated)
  i, -1.2, i
Cc1ccc(NC(=O)CSCc2n[nH]c(=O)[nH]2)c(Br)c1
  i, 1.3, i
CCn1c2ccccc2c2cc(NC(=O)CSc3nnnn3-c3ccccc3)ccc21
  i, -0.82, i
CC1=CC2=NC(=O)/C(=C\c3cn(C)c4ccccc34)C(=N)N2O1
  i, 0.01, i
CSc1cccc(NC(=O)CN(c2ccccc2)S(=O)(=O)N(C)C)c1
  i, -0.45, i

Next structures follow.
Below each compound – CHT inh, Kir21 block, KCNQ2 inh
COc1ccc(C(CNC(=O)COc2ccc(-c3ccccc3)cc2)N2CCOCC2)cc1 (configuration not stated)
  i, -0.03, i
c1ccc(-c2cc(-c3nn4c(-c5ccco5)nnc4s3)c3ccccc3n2)cc1
  i, -0.08, i
O=C(NC1CCCc2ccccc21)C1CCN(S(=O)(=O)c2cccc(C(F)(F)F)c2)CC1 (configuration not stated)
  i, 0.02, i
O=C(CSc1nnc(SCc2ccc(Cl)cc2)s1)N/N=C/c1ccc(C(=O)O)cc1
  i, -0.01, i
COc1cc(C(=O)NCCOc2ccc(C)c(C)c2)cc(OC)c1OC
  i, -2.4, i
CN(C)c1ccnc2sc(C(=O)NCc3ccccc3)c(N)c12
  i, 0.65, i
CCc1ccc(NC(=O)c2cnc(N3CCN(c4ccccn4)CC3)c3ccccc23)cc1
  i, 0.55, i
Cc1ccccc1-n1c(SCc2csc(Nc3ccccc3)n2)nnc1-c1cccnc1
  i, -0.02, i
O=C(CCc1nc2ccccc2c(=O)[nH]1)Nc1ccccc1N1CCCC1
  i, -1.5, i
O=C1OC(C(=O)NCc2ccccc2)Cc2ccccc21 (configuration not stated)
  i, 1.6, i
O=C(CNC(=O)c1ccccc1Cl)c1ccccc1
  i, -1.6, i
CCOc1ccccc1CNS(=O)(=O)c1ccc2[nH]c(=O)sc2c1
  i, -5.2*, i
CN1CCN(C(=S)NC(=O)c2ccc(S(=O)(=O)N3CCOCC3)cc2)CC1
  i, -0.21, i
O=C(Oc1ccccc1Cl)c1ccc2c(=O)n3c(nc2c1)CCC3
  i, -0.19, i
S=c1[nH]nc(C2CCCCC2)n1/N=C/c1cccc(Br)c1
  i, -0.1, i
CCC(CC)c1nnc(NC(=O)C23CC4CC(CC(NC(C)=O)(C4)C2)C3)s1
  i, 0.73, i
O=C(COc1ccc2oc(-c3ccccc3)cc(=O)c2c1)NCc1ccco1
  i, 0.58, i
C=CCn1c(C(C)NC(=O)C(C)(C)C)nc2ccccc21 (configuration not stated)
  i, 0.02, -6.6*
Cn1c(=O)[nH]c(=O)c2c1nc(N1CCCCCC1)n2CCN1CCCCCC1
  i, 0.5, i
Cn1c(N)c(S(=O)(=O)N2CCN(Cc3ccccc3)CC2)c(=O)n(C)c1=O
  i, 1.6, i

Next section:
Below each compound – CHT inh, Kir21 block, KCNQ2 inh
CCOc1ccc(-n2c(Cc3ccccc3)nnc2SCc2c(C)noc2C)cc1
  i, -3.1, i
Cc1ccc(C)c(OCCC(=O)OCC(=O)Nc2cc(S(=O)(=O)N3CCOCC3)ccc2C)c1
  i, 0.02, i
CC(C)(C)OC(=O)N/N=C\C=C\c1ccc2c(c1)OCO2
  i, 1.3, i
CSc1cccc(-c2nnc(NC(=O)c3cccc(N4C(=O)CCC4=O)c3)o2)c1
  i, 1.1, i
Cc1c(C(=O)Oc2cccc3ccccc23)cnn1-c1ccccc1
  i, -2.9, -9.3*
CCc1ccc2oc(=O)cc(CN3CCN(c4ccc(F)cc4)CC3)c2c1
  i, 0.48, i
Cc1ccc2c(c1)nnn2C1CCN(C(=O)NC23CC4CC(CC(C4)C2)C3)CC1
  nt, -0.75, i
Cc1ccc(CNC(=O)CCS(=O)(=O)c2cc3c(cc2Cl)NC(=O)CO3)cc1
  i, 0.21, i
COc1ccccc1NC(=O)/C=C/C(N)=O
  i, 0.39, i
CSc1nc2ccccc2cc1/C=C(\C#N)c1ccc(Cl)cc1Cl
  i, 0.85, i
CNC(=O)CSc1nnc(-c2ccccn2)n1Cc1ccco1
  i, -0.23, i
CCOC(=O)N1CCC(NC(=O)Cn2ncc3ccccc32)CC1
  i, -0.07, i
CCC(C)(C)NC(=O)CN(Cc1ccc2c(c1)OCO2)C(=O)CCC(=O)Nc1cc(C)ccn1
  i, -0.01, i
O=C(Nc1ccccc1F)N(CCCN1CCOCC1)Cc1cc2cc3c(cc2[nH]c1=O)OCCO3
  i, 0.5, i
Fc1ccc(-c2cc3nc4c(c(N5CCOCC5)n3n2)CCCC4)cc1
  i, -0.82, i
CCOC(=O)c1nnn(-c2nonc2N)c1COc1c(C=O)cccc1OC
  i, -1, i
O=C(Nc1ccc(F)cc1)c1cc(-c2ccncc2)nc2c(Cl)cccc12
  i, -0.11, i
O=C(c1ccc(Br)cc1)c1coc2ccc(O)cc12
  i, 0.05, i
O=C(Cn1nnc(-c2ccccc2)n1)NNC(=O)c1ccco1
  i, 0.4, i
CCCCCC(=O)OC(CN1CCCCCC1)CN1CCCC1=O (configuration not stated)
  i, 1.2, i

Other compounds
Below each compound – CHT inh, Kir21 block, KCNQ2 inh
Cc1ccc(NC(=S)N(CCCN2CCC(C)CC2)Cc2ccco2)cc1
  i, -0.74, i
COc1ccccc1NC(=O)CSc1nnc(C)n1CCc1ccccc1
  i, 0.14, i
Cc1ccc(S(=O)(=O)N2CCCCC2)cc1C(=O)Nc1ccc2cn[nH]c2c1
  i, 1.6, i
CCN(CC)CCCNC(=O)CCc1ccccc1
  i, -0.81, i
O=C(CCNS(=O)(=O)c1ccc(Cl)cc1)OCC(=O)c1ccc[nH]1
  i, -0.23, i
CCOc1ccc(Cl)cc1Nc1nc(NCCO)nc(N2CCCC2)n1
  i, 0.63, i
CN(C)CCN(C(=O)c1ccc(S(=O)(=O)N(C)CC2CCCO2)cc1)c1nc2cc3c(cc2s1)OCO3 (configuration not stated)
  i, 2.1, i
O=C(Nc1cccc(O)c1)c1cc(S(=O)(=O)N2CCCC2)ccc1Cl
  i, -1.1, i
COC(=O)C1=C(C)OC(N)=C(C#N)C1c1ccsc1 (configuration not stated)
  i, -0.64, i
COc1ccc(/C=C2\SC(N3CCc4ccccc4C3)=NC2=O)cc1
  i, 0.33, i
CC(=O)c1cc(CN2C(=O)CCC2=O)cs1
  i, -1.1, i
Cn1c(=O)n(C)c2cc(/C=N/NC(=O)c3cccc(Br)c3)ccc21
  i, 0.65, i
COC(=O)c1ccccc1NC(=O)CSc1n[nH]c(C)n1
  i, -3.6, i
N#C/C(=C/c1ccccc1)C(=O)NCc1ccccc1
  i, 0, i
COc1cc(CNC(=O)CCCC(=O)c2ccccc2)cc(OC)c1OC
  i, 0.68, i
CCCOc1ccc(C(=O)CCNc2cccc(Cl)c2)cc1
  i, 1.1, i
C/C=C/c1ccc(OCC(O)CN(C)Cc2ccc(SC)cc2)c(OC)c1 (configuration not stated)
  i, -11*, i
COc1ccc(NC2CCCN(C(=O)CSc3ccccn3)C2)cc1OC (configuration not stated)
  i, 0.63, i
OC(CN(c1ccccc1)c1ccccc1)Cn1cnc2ccccc21 (configuration not stated)
  i, -2.1, i
Cc1cc(=O)n2[nH]cnc2n1
  i, -0.13, i

Next entries.
Below each compound – CHT inh, Kir21 block, KCNQ2 inh
O=c1c(-c2ccccc2)[n+]([O-])c2ccccc2n1O
  i, -0.13, i
O=C(Oc1coc(CSc2ncccn2)cc1=O)c1ccccc1[N+](=O)[O-]
  i, 1.7, i
CCN(CC)C(=O)Oc1ccc(Br)cc1C(=O)Nc1ccc(F)cc1F
  i, -0.05, i
CN(C)S(=O)(=O)c1ccc(NC(=O)CN2CCc3ccccc32)cc1
  i, 0.55, i
O=C(c1ccc(Br)cc1)N1CCC2(CC1)NCCc1[nH]cnc12
  i, 0.9, i
NC(=O)C(C(=O)/C=C/c1ccc(Cl)cc1)=C1SCCS1
  i, -0.18, i
COc1cc(OC)cc(-n2nnnc2SCC(=O)N2CCCc3ccccc32)c1
  i, 0.03, i
CCc1ncc(/C=C2\C(=O)Nc3ccccc32)[nH]1
  i, -0.41, i
O=C(/C=C/c1ccccc1[N+](=O)[O-])Nc1cccnc1
  i, 0.89, i
CC(C)(C)n1ncc2c(=O)n(CC(=O)c3ccccc3)cnc21
  i, 1.1, i
O=C(COc1ccc(Br)cc1)Nc1ccc2oc(=O)ccc2c1
  i, 0.67, i
O=S(=O)(NC1CC1)c1ccccc1
  i, 0.07, i
N#C/C(=C\c1ccc(C(=O)O)cc1)S(=O)(=O)c1cc(Br)ccc1Br
  i, 0.37, i
CCCn1nc(NS(=O)(=O)c2ccc(F)cc2)c2cc3ccccc3nc21
  i, 0, i
CC1CCOC(c2coc3ccccc3c2=O)O1 (configuration not stated)
  i, 1.9, i
COc1cccc2c1OC1(C)CC2/C(=C(\C)O)C(=O)N1 (configuration not stated)
  i, 1, i
O=C(OCn1nnc2ccccc2c1=O)c1ccc(O)cc1
  i, 1.4, i
O=C1Nc2ccccc2OC1CC(=O)N1CCN(c2cccc(C(F)(F)F)c2)CC1 (configuration not stated)
  i, 0.24, i
CCOC(=O)C1(C(F)(F)F)N=C(c2cccnc2)OC(N2CCOCC2)=N1 (configuration not stated)
  i, 0.54, i
Cc1ccc(N(C(=O)CNC(=O)c2ccco2)C(C(=O)NCC2CCCO2)c2ccccc2)c(C)c1 (configuration not stated)
  i, -0.48, i

Following part:
Below each compound – CHT inh, Kir21 block, KCNQ2 inh
Cc1noc(C)c1COc1ccc(C(=O)OCC(=O)NC23CC4CC(CC(C4)C2)C3)cc1
  i, -0.54, i
CC(=O)Nc1ccc(C(=O)CN2C(=O)CSC2=O)cc1
  i, -0.37, i
CC(=O)N(CCC(Cc1ccccc1)c1ccc2c(c1)OCO2)Cc1ccccc1F (configuration not stated)
  i, -0.62, -7.2*
COc1ccc(CCN2C(=O)c3[nH]nc(-c4ccccc4O)c3C2c2cccc(Cl)c2)cc1 (configuration not stated)
  i, 1.8, i
CCC(CC)C(=O)N=C1SC2CS(=O)(=O)CC2N1CCc1ccc(OC)cc1 (configuration not stated)
  i, 0.67, i
COc1ccc(CCNC(=O)c2nnn(CC(=O)Nc3c(C)cc(C)cc3C)c2N)cc1OC
  i, 2.3, i
c1ccc(-c2cc(-c3nnco3)c3ccccc3n2)nc1
  i, 1.2, i
Cc1ccc(NC(=O)NC2CCCN2S(=O)(=O)c2ccc(Cl)cc2)cc1 (configuration not stated)
  i, -0.9, i
CCCCC1=CC2=C(c3ccco3)C(=O)C(C)(OC(=O)c3ccc(OC)cc3)C(=O)C2=CN1Cc1ccccc1 (configuration not stated)
  i, 1.4, i
O=C(COC(=O)c1cc([N+](=O)[O-])ccc1NCc1ccccc1)NC1CCCCC1
  i, -1.2, i
O=C(/C=C/c1ccc(Cl)cc1Cl)NCc1ccco1
  i, -1.2, i
Cc1cccc2cc(CN(Cc3cccs3)C(=S)NCc3ccco3)c(=O)[nH]c12
  i, 1.4, i
O=C(c1ccc(CN2CCOCC2)cc1)N1CCN(c2cccc(Cl)c2)CC1
  i, 0.3, i
COc1ccc(C)cc1NC(=O)CSc1nnc(COc2ccc(C)cc2)n1Cc1ccco1
  i, 0.46, i
CC(C)(C)c1nc2scc(-c3ccc(Br)cc3)c2c(=O)o1
  i, 0.03, i
COCCCN(C(=O)Nc1cccc(Cl)c1)C(C)c1ccccn1 (configuration not stated)
  i, -1.3, i
Cc1ccc(CSC2=NCCN2S(=O)(=O)c2ccc(F)cc2)cc1
  i, -3.1, i

Screening data from PubChem BioAssay.
